Source: PubChem BioAssay
UBC13 polyUb = UBC13 polyubiquitin chain formation inhibitors, primary screen, biochemical, TR-FRET, uHTS. inhibition, % at 20 µM. 330,000 tested, 0.47% active. AID 485273, 2010; in the data active = inhibition above about 45%, passing the limit was not always enough; inconclusive = no clear call, values can overlap the other calls
SENP7 inh = SENP7 protease inhibitors, primary screen, biochemical, luminescence, uHTS. Sentrin-specific protease 7 (Homo sapiens), Q9BQF6. recombinant SENP7, Z-RLRGG-aminoluciferin luminescence, 40 min. inhibition, % at 5 µM. 330,000 tested, 1.5% active. AID 434973, 2010;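 active = inhibition above about 50% at the single test dose, limit read from the data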;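 also: plate controls were DMSO with enzyme for no effect and no enzyme buffer wells for full effect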
Gli-Sufu block = Gli-Sufu pathway antagonists, primary screen, luciferase luminescence, Sufu-KO-LIGHT cells, uHTS; Sufu-KO-LIGHT fibroblasts, Gli luciferase reporter luminescence; inhibition, % at 5 µM; 340,000 tested, 0.74% active;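 active = inhibition above about 55%, limit read from the data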;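 also: 0% = DMSO-treated cells and 100% = wells with medium but no cells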
697 NFkB inh = inhibitors of PMA/ionomycin-induced NF-kB reporter, 697 cells, primary screen, B-cell NF-kB inhibitor project, cell-based, luminescence, uHTS; 697 B-cell NF-kB luciferase reporter, 16 h; inhibition, % at 4 µM; 330,000 tested, 0.33% active; in the data active = inhibition above about 35%
HKDC1 inh = HKDC1 hexokinase inhibitors, primary screen, biochemical, fluorescence, uHTS | recombinant HKDC1, G6PDH/diaphorase resazurin coupled fluorescence | Q2TB90 | AID 493160, 2011 | 340,000 tested, 0.16% active | inhibition, % at 20 µM;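 active = inhibition above about 35% when tested at 20 µM, limit read from the data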;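 also: plate controls were DMSO wells with enzyme for no effect and DMSO wells lacking enzyme for full effect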
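Test system: recombinant HKDC1 (HK5) hexokinase enzyme, produced in-house; Amount: enzyme 5 µg/mL final; Buffer or medium: Tris pH 8.0 buffer with MgCl2, Tween-20, BSA, BME; Reagent: glucose and ATP substrates; Doses: 20 µM test compound, 1% DMSO; Incubation: 90 min reaction incubation at room temperature, dark; Detection: resorufin fluorescence at 613 nm.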
SENP8 block = SENP8 protease inhibitors, primary screen, biochemical, luminescence; 330,000 tested, 1.2% active; Sentrin-specific protease 8 (Homo sapiens), Q96LD8; purified SENP8, Z-RLRGG-aminoluciferin cleavage; inhibition, % at 10 µM
Jurkat NFkB inh = inhibitors of induced NF-kB luciferase reporter, primary screen, TCR NF-kB activation inhibitor project, cell-based, luminescence, uHTS; 330,000 tested, 0.53% active; Jurkat, PMA/ionomycin-induced NF-kB luciferase reporter; inhibition, % at 4 µM
Apaf-1 inh = inhibitors of human Apaf-1 apoptosome, primary screen, biochemical, DEVD-Rh110 fluorescence, uHTS. AID 489030, 2010. reconstituted apoptosome caspase-3 activity. 330,000 tested, 0.71% active. inhibition, % at 20 µM; active = inhibition of at least 40% at 20 µM;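 also: plate controls were DMSO wells for no effect and DEVD-CHO caspase inhibitor wells for full effect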
Target sequence (O14727 whole entry, looked up): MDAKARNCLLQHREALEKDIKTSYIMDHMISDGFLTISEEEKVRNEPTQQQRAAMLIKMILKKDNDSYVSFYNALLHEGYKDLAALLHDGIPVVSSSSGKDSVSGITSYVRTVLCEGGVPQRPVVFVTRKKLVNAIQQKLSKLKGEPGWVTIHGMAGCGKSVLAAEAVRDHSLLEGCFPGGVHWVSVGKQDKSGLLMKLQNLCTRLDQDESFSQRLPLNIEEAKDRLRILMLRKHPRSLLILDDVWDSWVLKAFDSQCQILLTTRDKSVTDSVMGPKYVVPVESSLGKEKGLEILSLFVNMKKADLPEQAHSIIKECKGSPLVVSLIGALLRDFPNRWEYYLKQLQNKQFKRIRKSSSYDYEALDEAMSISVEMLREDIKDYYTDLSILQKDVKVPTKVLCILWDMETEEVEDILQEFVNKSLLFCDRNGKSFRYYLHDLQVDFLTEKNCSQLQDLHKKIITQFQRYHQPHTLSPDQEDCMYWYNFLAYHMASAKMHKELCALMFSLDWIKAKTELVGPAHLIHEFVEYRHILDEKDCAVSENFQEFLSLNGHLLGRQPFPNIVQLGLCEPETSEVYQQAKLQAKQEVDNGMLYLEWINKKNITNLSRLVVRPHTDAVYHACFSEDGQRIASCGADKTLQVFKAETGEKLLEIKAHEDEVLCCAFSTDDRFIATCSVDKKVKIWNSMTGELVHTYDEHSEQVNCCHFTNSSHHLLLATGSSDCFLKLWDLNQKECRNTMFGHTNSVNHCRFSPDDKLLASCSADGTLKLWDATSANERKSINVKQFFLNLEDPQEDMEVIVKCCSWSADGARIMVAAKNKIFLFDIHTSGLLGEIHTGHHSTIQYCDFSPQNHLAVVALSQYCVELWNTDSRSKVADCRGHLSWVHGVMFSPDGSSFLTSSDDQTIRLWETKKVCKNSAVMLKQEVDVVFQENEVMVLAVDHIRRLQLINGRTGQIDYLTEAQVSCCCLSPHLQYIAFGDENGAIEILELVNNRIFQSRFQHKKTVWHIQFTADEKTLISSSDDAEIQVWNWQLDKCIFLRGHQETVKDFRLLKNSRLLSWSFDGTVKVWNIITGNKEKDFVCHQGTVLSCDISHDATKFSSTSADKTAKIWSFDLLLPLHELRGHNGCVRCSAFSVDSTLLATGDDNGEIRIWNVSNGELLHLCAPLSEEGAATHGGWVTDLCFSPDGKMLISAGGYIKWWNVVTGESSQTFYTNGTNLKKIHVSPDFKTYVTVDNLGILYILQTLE
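Material: biochemical Apaf-1 apoptosome reconstitution. Medium: Hepes buffer, pH 7.5. Also added: cytochrome c activation, bis-DEVD rhodamine 110 substrate. Timing: 30 min compound preincubation, 50 min activation, room temperature. Measured by: rhodamine 110 fluorescence at Ex 480/Em 540 nm.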
* marks the source's active call; other numbers are inactive results; u = inconclusive; x = not tested or not shown; & = joins results of further samples. Rule as the data show it, unless noted: active = inhibition above about 50%; inactive = the rest.

#	SMILES	UBC13 polyUb	SENP7 inh	Gli-Sufu block	697 NFkB inh	HKDC1 inh	SENP8 block	Jurkat NFkB inh	Apaf-1 inh
1	COc1cc(S(=O)(=O)n2ccnc2)ccc1Br	u	-4.9	-2.2	-9.7	11.7	-6.1	6.8	-6.8
2	O=C(COc1ccc(F)cc1Br)N1CCN(S(=O)(=O)/C=C/c2ccccc2)CC1	16.1	-4.0	-1.1	10.4	-1.7	-1.2	5.3	0.3
3	O=C(NCc1ccc(Cl)cc1)c1ccc(CS(=O)Cc2cccc(Cl)c2)o1 (configuration not stated)	4.6	-1.2	13.9	-6.8	-5.5	2.4	4.6	-0.6
4	Cc1ccc(N2C(=O)N(CC(=O)NC(c3ccccc3)c3ccccc3)C(=O)C2C)cc1 (configuration not stated)	2.2	-5.7	-2.4	4.4	0.0	11.0	-0.8	23.0
5	COc1cccc(OCc2nnc(-c3cccs3)o2)c1	6.6	-1.8	x	-23.3	x	-14.9	-23.6	-1.6
6	CCOc1ccc(CCNC(=O)CS(=O)Cc2nc(-c3ccc(OC)c(OC)c3)oc2C)cc1OCC (configuration not stated)	-3.7	7.1	-1.6	-18.2	-1.1	-2.2	-19.7	2.5
7	CCOc1ccc(CCNC(=O)c2cccc(N3CCCC3=O)c2)cc1OCC	-9.1	-3.6	0.5	-88.4	-2.9	-4.7	-84.4	2.1
8	CCC/C(C#Cc1ccsc1)=C1/c2ccccc2C(=O)N1c1ccccc1	-29.7	-1.3	-1.5	-42.9	4.5	-9.4	-8.3	25.1
9	COC(C(=O)Nc1c(F)cccc1F)c1ccccc1 (configuration not stated)	7.0	5.9	-9.0	3.2	15.7	0.1	8.7	-7.4
10	Cc1ccc(-n2ncc3c(=O)n(CC#N)cnc32)cc1	10.2	-3.2	5.8	-0.2	-7.6	2.5	3.7	-8.7
11	COc1ccc2c(c1)OC[C@H]1[C@H]2N2C(=O)c3cc(OC)c(OC)cc3NC(=O)[C@@]2(C)[C@H]1c1ccccc1	6.8	-1.1	14.7	-10.2	2.0	-1.3	37.0	-142.5
12	COc1cccc(CN(Cc2cccnc2)S(=O)(=O)c2ccc(-n3cnnn3)c(C)c2)c1	1.2	-10.6	6.6	-24.6	-8.1	-4.2	11.8	11.8
13	CCOc1cccc(C2C(C(=O)c3ccc(C)o3)=C(O)C(=O)N2CCCn2ccnc2)c1 (configuration not stated)	-20.2	6.3	-0.8	-15.6	-2.6	12.1	0.0	20.9
14	O=C(COc1ccccc1[N+](=O)[O-])Nc1ccc2oc(=O)ccc2c1	-7.3	-2.4	-14.8	13.2	-4.3	3.6	6.7	-19.7
15	Cc1cc2c(cc1S(=O)(=O)N1CCN(c3ccccc3)CC1)OCCN2C	4.7	5.0	-8.5	-1.9	-3.0	-1.3	6.1	20.3
16	COc1ccc2oc(/C=C/N(C)C)c(C(=O)c3ccc(Cl)cc3)c2c1	-29.8	8.0	-3.5	24.8	2.2	-2.2	-10.3	3.2
17	Cc1cc(NC(=O)CCNS(=O)(=O)c2ccc3[nH]c(=O)oc3c2)ccc1Br	0.3	-3.0	-34.8	-26.0	-2.7	-0.5	0.0	-12.9
18	COC(=O)Cn1nc(C)c2ccccc2c1=O	0.9	-0.8	0.9	8.2	-0.5	-2.9	8.3	1.3
19	CC(=O)Nc1ccc(NC(=O)C2CCN(c3ccc(C(F)(F)F)cn3)CC2)cc1	3.8	-2.9	-5.5	7.8	-0.6	0.5	23.6	3.6
20	COC(=O)[C@@]1(C)[C@H]2C(=O)N(Cc3ccccc3)C(=O)[C@H]2[C@H]2CN=C(SCc3ccc(C#N)cc3)N21	x	10.0	-3.8	-15.7	5.5	x	x	4.9
21	O=C(Cc1ccc(Cl)cc1)N/N=C/c1cccc(O)c1	1.6	4.5	-7.4	-5.2	-0.8	-5.8	-5.5	10.3
22	COc1ccc(N(C(=O)c2ccco2)C(C(=O)NC2CCCC2)c2ccco2)cc1OC (configuration not stated)	-1.4	4.6	8.4	-9.9	1.9	8.8	-4.1	7.4
23	Cc1cccc(Cn2nnc3c2C(=O)c2ccccc2C3=O)c1	-33.6	8.9	32.0	-1.0	12.7	1.4	11.7	34.0
24	Cc1cc(C)c(S(=O)(=O)c2ccc(C(C)(C)C)cc2)c(Cl)n1	-2.3	10.2	2.0	-8.7	-0.1	1.1	-12.3	21.3
25	CC(NC(=O)/C(C#N)=C/c1cccs1)c1ccccc1 (configuration not stated)	-22.7	-11.3	0.5	-35.8	-1.4	-2.9	-8.0	-0.4
26	COc1ccccc1Nc1nc(N2CCOCC2)nc(N2CCOCC2)n1	-3.0&2.1	-6.4&4.1	0.3&1.7	-3.5&-1.4	-4.7&-4.4	-2.7&-0.2	-13.8&-1.4	1.3&9.7
27	C=CCn1c(SCN2C(=O)c3ccccc3C2=O)nc2ccc(Cl)cc2c1=O	-7.6	-1.5	x	-58.6	9.9	-13.6	6.2	12.4
28	COc1ccc(C(=O)NCC(=O)OCC(=O)N2CC(C)CC(C)C2)cc1 (configuration not stated)	-6.1	4.1	4.0	7.5	-1.1	2.1	15.9	5.7
29	c1cc(CNC23CC4CC(CC(C4)C2)C3)ccn1	17.3	-4.5	2.0	4.4	-3.8	-3.7	-14.8	-17.5
30	COCCOC(=O)c1c(C)nc(SCC(=O)Nc2ccc(C)cc2)c(C#N)c1-c1ccco1	11.5	-2.2	6.8	-6.8	5.7	-4.3	14.4	9.7
31	COc1ccc(CN(C)C(=O)c2ccc(OCC(=O)N3CCOCC3)c(OC)c2)cc1	8.1	7.6	-5.5	9.7	-5.2	0.4	-8.6	-9.3
32	CC1CCCCC1NC(=O)c1nn(C)c(=O)c2ccccc12 (configuration not stated)	7.3	4.5	-20.5	11.1	1.0	-0.4	-3.6	-10.1
33	Cc1ccc(NC(=O)CSCC(=O)OCc2cc(=O)oc3cc(O)ccc23)c(C)c1	3.7	1.1	-7.8	5.7	2.8	-11.9	-0.9	-11.0
34	COCCCNC(=O)CCc1nc2cccnc2n1Cc1ccccc1	1.1	5.7	4.9	18.8	-12.0	0.8	0.4	-4.8
35	O=C(O)Cn1c(CC(=O)N2CCCC2)nc2ccccc21	-0.3	15.3	1.0	-6.1	-13.6	-3.0	-6.5	-14.1
36	COc1ccccc1NC(=O)/C(=C/c1cccc([N+](=O)[O-])c1)c1ccccc1	7.7	4.1	19.1	-24.3	0.8	4.6	12.1	1.1
37	COc1cc(/C=C(\NC(C)=O)C(=O)Nc2ccccc2C)ccc1OC(C)=O	2.5	-0.1	6.3	15.4	-12.0	4.3	4.9	-5.8
38	O=C(O)CC/C(=N\NC(=O)c1ccncc1)c1ccccc1	-1.5	-8.6	-20.5	-6.9	-7.0	-7.8	2.0	5.8
39	O=S(=O)(c1ccc2c(c1)OCCO2)N1CCC(c2nc3ccccc3s2)CC1	9.0	-3.4	2.6	-31.6	13.3	3.3	27.6	-10.7
40	COC(=O)c1ccc(N2Cc3ccccc3/C2=N\C(=O)Nc2ccccc2)cc1	17.4	2.0	-2.2	-13.1	-4.4	4.3	-16.5	5.6
41	CCc1oc(C(=O)O)cc1COC	-0.7	-2.3	3.0	-11.9	-2.6	1.4	15.9	3.8
42	COc1ccc(C2CC(c3ccc4ccccc4c3)=NN2C(=O)COC(=O)C2CCC(=O)N2)cc1 (configuration not stated)	21.9	-2.1	-110.8	-168.7	-0.5	-1.0	-196.5	12.1
43	CN(C)C(=O)N1CCN(C(=O)c2ccccc2Sc2ccccc2C#N)CC1	-3.9	5.5	4.2	-15.0	14.7	3.0	-18.0	-4.8
44	O=S(Cc1ccc(Cl)cc1)CC(O)COc1ccc(Cl)cc1 (configuration not stated)	9.4	3.7	-1.0	11.0	-8.8	-2.5	6.9	-4.8
45	COc1ccc(CN2CCN(Cc3ccc4cc(F)ccc4n3)CC2CCO)c(C)c1C (configuration not stated)	14.9	-2.4	37.2	2.3	6.5	-8.3	10.6	7.5
46	Fc1ccc(C2=CC(c3ccco3)n3ncnc3N2)cc1 (configuration not stated)	5.0	6.4	-0.6	20.0	-5.3	-0.8	5.4	1.8
47	CNC(=O)/C(=C\c1ccc([N+](=O)[O-])cc1)NC(C)=O	-3.9	0.9	13.0	8.3	-2.3	-1.2	9.3	-5.4
48	CC(=O)Nc1ccc(S(=O)(=O)Nc2ccc3c(c2)CCC3)cc1	-6.3	-3.1	24.8	-29.9	5.5	0.8	-16.2	11.4
49	Cc1c(Cl)cccc1NC(=O)N1CCN(C(=O)c2ccco2)CC1	-2.5	-8.8	15.9	-14.6	-1.2	-10.2	-6.9	1.2
50	CCn1cc(C(=O)N2CCCC2)c(=O)c2cc(S(=O)(=O)N3CCC(C)CC3)ccc21	5.5	-3.4	2.7	9.7	4.0	-1.4	-9.4	-6.5

Next part:
#	SMILES	UBC13 polyUb	SENP7 inh	Gli-Sufu block	697 NFkB inh	HKDC1 inh	SENP8 block	Jurkat NFkB inh	Apaf-1 inh
51	O=C(COc1ccccc1)Nc1ccc([N+](=O)[O-])cc1	6.4	-2.1	-1.9	15.5	-9.2	-1.9	5.3	1.6
52	CNC(=O)c1cc(Cl)c(OC)c(OC)c1	-14.6	-4.9	-5.4	-11.8	-10.8	-6.7	-7.4	6.0
53	COc1cc(-c2nnc3sc(Cc4ccccc4)nn23)cc(OC)c1OC	11.8	-6.0	32.4	-4.5	1.2	-8.8	-10.5	20.8
54	Cc1ccc(-n2nnc3c(=O)n(CC(=O)NCc4ccccc4)cnc32)cc1	3.5	1.8	-2.0	3.6	10.3	-1.3	30.6	10.7
55	O=C1OCCN1c1c(-c2ccccc2)c(N2CCOCC2)nc2ccccc12	2.0	-4.7	-3.0	-9.1	-4.5	5.3	5.6	2.4
56	O=C(NCc1cccc(Br)c1)C1CC(c2ccc(C(F)(F)F)cc2)=NO1 (configuration not stated)	-5.6	3.6	0.7	22.8	2.3	16.0	4.2	6.2
57	N#CC1=C(S)N(c2ccccc2)C(c2cccs2)NC1=O (configuration not stated)	-17.2	0.6	11.8	11.8	7.8	6.3	-1.6	-16.4
58	O=C(Cn1cnc2ccccc2c1=O)Nc1nc2ccccc2s1	-0.1	-1.6	10.6	4.9	-5.7	-6.7	-0.8	2.1
59	COc1ccc(OC)c(/C=N/NC(=O)c2[nH]ncc2Br)c1	14.6	3.5	-2.0	5.4	-2.5	-6.9	0.0	5.4
60	CSc1ccc(Cl)c(C(=O)NCc2ccco2)c1	-2.7	0.0	-3.6	-9.1	-4.0	5.6	4.3	-18.1
61	COC(=O)c1ccc(Cn2nc(C(F)(F)F)cc2C)cc1	1.0	7.1	-1.0	21.5	0.8	9.8	-3.5	-3.8
62	O=C(CN(c1ccc(Cl)cc1)S(=O)(=O)c1ccccc1)N/N=C/c1ccco1	-2.5	9.6	-0.5	17.1	-3.3	-0.1	0.3	7.6
63	CC(=O)N/C(=C/c1ccc(Cl)cc1)C(=O)NCCc1c[nH]c2ccccc12	4.4	2.0	1.7	-4.7	-7.5	-1.2	-6.9	5.5
64	Cc1oc(=O)c(NC(=O)c2ccccc2)cc1C(=O)c1ccccc1	-9.2	3.8	-90.6	-70.2	-0.2	-15.6	-44.8	1.8

Molecules from the list above with two or more sulfur atoms:
#	SMILES	UBC13 polyUb	SENP7 inh	Gli-Sufu block	697 NFkB inh	HKDC1 inh	SENP8 block	Jurkat NFkB inh	Apaf-1 inh
39	O=S(=O)(c1ccc2c(c1)OCCO2)N1CCC(c2nc3ccccc3s2)CC1	9.0	-3.4	2.6	-31.6	13.3	3.3	27.6	-10.7
57	N#CC1=C(S)N(c2ccccc2)C(c2cccs2)NC1=O (configuration not stated)	-17.2	0.6	11.8	11.8	7.8	6.3	-1.6	-16.4
